Source: PubChem BioAssay (The Scripps Research Institute Molecular Screening Center)
GalR3 antag – antagonists of human GalR3. AID 651719. HEK293 GalR3-CNG cAMP membrane potential fluorescence; galR3 body fused to GalR1 C-terminus. O60755. 360,000 tested, 0.44% active. inhibition, % at 3 µM;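 active = inhibition above the screen-wide average plus 3 SD, cut at about 13% in these data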;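 also: forskolin and galanin both at EC90 stimulate the cells; cAMP rise reported by CNG channel membrane potential dye signal; 0% = forskolin plus galanin with DMSO and 100% = forskolin alone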
Target sequence (O60755 1-299 limits assumed): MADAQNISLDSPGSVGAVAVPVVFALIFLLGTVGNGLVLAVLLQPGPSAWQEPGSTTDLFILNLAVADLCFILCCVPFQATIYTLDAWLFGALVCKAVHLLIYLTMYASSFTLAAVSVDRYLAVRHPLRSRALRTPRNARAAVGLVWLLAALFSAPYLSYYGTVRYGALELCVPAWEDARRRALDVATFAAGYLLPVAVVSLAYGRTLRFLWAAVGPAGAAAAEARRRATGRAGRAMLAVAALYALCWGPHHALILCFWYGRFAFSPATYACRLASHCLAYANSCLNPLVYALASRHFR
* marks the source's active call; other numbers are inactive results. An excerpt; the hit share may differ from the screen's.

SMILES	GalR3 antag
Nc1ccn([C@@H]2O[C@H](CN=C3NS(=O)(=O)c4ccccc43)[C@@H](O)[C@H]2O)c(=O)n1	-2
C[C@@H]1COc2cccc(NC3CC3)c2S(=O)(=O)N1	3
CC(C)NC(=O)C1(C)CCCN1Cc1csc2ccccc12 (stereo unspecified)	-6
COc1ccc(-c2ccccc2C2Cc3nnccc3CN2)cc1 (stereo unspecified)	-4
CCc1c(N)nc(N)nc1Nc1ccc(C)c(C)c1	-6
O=C(NCc1ccccc1)[C@@H]1CCCN1C(=O)[C@H]1CCCN1C(=O)N1CCCCC1	-6
CC(=O)c1ccc(OC2(C)CCN(Cc3csc4ccccc34)C2)cc1 (stereo unspecified)	-6
Cc1cccnc1C(c1ccc(F)cc1)N(C)C(=O)C1CCN(CCOc2ccc(Cl)cc2Cl)CC1 (stereo unspecified)	-8
O=C(Cc1ccccc1F)Nc1cccc(S(=O)(=O)N2CCCCC2)c1	-3
COc1ccccc1N(CC(=O)NCCSCc1ccccc1)S(=O)(=O)c1ccccc1	-5
Cc1ccc(NC(=O)NC(=O)COC(=O)c2ccc(O)cc2O)c(C)c1	-2
Cc1cccc(N2CCN(C(=O)c3ccc4c(=O)[nH]c5c(C(=O)NC6CCCC6)sc(=S)n5c4c3)CC2)c1C	-6
O=C(NCc1ccccc1)C(c1ccco1)N1CCN(CCN2CCOCC2)CC1 (stereo unspecified)	-5
Cc1cnc(C(=O)NCC(=O)Nc2ccccc2Br)cn1	-3
O=C1C2C3CCC(O3)C2C(=O)N1c1cc(OCC(F)F)cc([N+](=O)[O-])c1 (stereo unspecified)	-4
CN(C)CCN1CCN(C2CN(Cc3cn(Cc4ccccc4C(F)(F)F)nn3)S(=O)(=O)C2)CC1 (stereo unspecified)	-7
COCCCNC(=O)C[C@H]1C[C@H](C(=O)N(C(C)C)C(C)C)[C@@]2(C)c3[nH]c4cc(-c5ccco5)ccc4c3CCN2C1=O	-5
O=C1CCC[C@@H]2CC(N3CCCCC3)C[C@@H]3CCN1[C@H]23 (stereo partly specified)	-6
CCCCn1nnnc1C1(C)CCC(=O)N1Cc1ccc(F)cc1 (stereo unspecified)	-7
C=C1[C@H](C)CN[C@H]1CCO	-5

Single entries from the results shown:
Value for `Cc1cnc(C(=O)NCC(=O)Nc2ccccc2Br)cn1` under GalR3 antag: -3
Value for `CCCCn1nnnc1C1(C)CCC(=O)N1Cc1ccc(F)cc1` (stereo unspecified) under GalR3 antag: -7
Value for `C=C1[C@H](C)CN[C@H]1CCO` under GalR3 antag: -5
Value for `O=C1C2C3CCC(O3)C2C(=O)N1c1cc(OCC(F)F)cc([N+](=O)[O-])c1` (stereo unspecified) under GalR3 antag: -4
Value for `COc1ccccc1N(CC(=O)NCCSCc1ccccc1)S(=O)(=O)c1ccccc1` under GalR3 antag: -5

Further entries
SMILES	GalR3 antag
COc1cc2oc(=O)cc(-c3ccc(-c4ccc(N(C)C)cc4)cc3)c2c(OC)c1OC	4
O=C1OC(c2ccc3ccccc3c2O)(c2ccc3ccccc3c2O)c2ccccc21	1
CC1(C(=O)NS(=O)(=O)c2ccc(F)cc2F)CCN1C(=O)CCc1ccccc1 (stereo unspecified)	1
COc1ccc(OCCC(=O)Nc2cc3c(cc2C(=O)O)OCCCO3)cc1	-1
CC(=O)N1CC2(CC(c3ccc(Cl)cc3Cl)=NO2)CN1c1cccc(Cl)c1 (stereo unspecified)	-2
CCCCCCCCN1C(=O)[C@H](CC(=O)NCc2cccc(C(F)(F)F)c2)C[C@@]2(C(=O)OCC)CCC=C12	-8
Cc1cccc(C2c3c(n(C)c(=O)n(C)c3=O)N=C3c4ccccc4C(=O)C32)c1 (stereo unspecified)	3
Cc1csc(-c2nc3ccccc3n2C(C)c2nc3ccccc3[nH]2)c1 (stereo unspecified)	-3
COc1ccccc1CCn1cnc(-c2ccc(Cl)cc2)c1CC(C)C	-7
CC(C)Cn1cc(-c2cncc3nccn23)cn1	4
Nc1nc(N)c2cc(Sc3cccc(C(F)(F)F)c3)ccc2n1	-8
CCOC(=O)C1(C)CCCN(C(=O)c2c(F)ccc(C)c2F)C1 (stereo unspecified)	8
COc1cccc(OCC(=O)NC2CCS(=O)(=O)C2)c1 (stereo unspecified)	-3
Cc1ccc(-c2nc3c(Cl)cc(C(F)(F)F)cn3c2Cc2ccsc2)cc1	-1
CCC(=O)N1CCC1(C)C(=O)Nc1cccc2cccnc12 (stereo unspecified)	-7
CCOC(=O)C(C#N)=C1CCC=C(C)C1	-5
O=[N+]([O-])c1ccc(NN=Cc2cc(Br)ccc2O)nc1	-4
O=CNc1ccc2c3c(cccc13)-c1ccccc1-2	0
CCOC(=O)[C@]12CCC=C1N(Cc1ccco1)C(=O)[C@H](CC(=O)NCCC(C)C)C2	-6
COC(=O)c1nn(C)c(=O)[nH]c1=O	2

In the list so far, two contain a nitro group on carbon.
SMILES	GalR3 antag
O=C1C2C3CCC(O3)C2C(=O)N1c1cc(OCC(F)F)cc([N+](=O)[O-])c1 (stereo unspecified)	-4
O=[N+]([O-])c1ccc(NN=Cc2cc(Br)ccc2O)nc1	-4

Next part
SMILES	GalR3 antag
COC(=O)[C@]12CCCCC=C1N(Cc1ccco1)C(=O)[C@H](CC(=O)N1CCOCC1)C2	-6
CC(C)(C)c1cc2nc(NCc3cccc(Cl)c3)ccn2n1	-6
O=C(Nc1ccccc1Cl)c1ccccc1CC(O)(c1ccccc1)c1ccccc1	-7
O=S1(=O)N[C@@H](Cc2ccccc2)COc2ccc(Cl)cc21	-2
C[C@H](CO)N1C[C@H](C)[C@@H](CN(C)C(=O)c2cnccn2)Oc2ncc(Br)cc2C1=O	-8
Cc1cc(NC(=O)COC(=O)COc2ccc(Cl)c(C)c2)no1	-6
Cc1cc(-c2ccc(Br)cc2)n2nc(C)cc2n1	-8
Cc1ccc(CN2CC(N3CCN(C)CC3)CS2(=O)=O)cc1 (stereo unspecified)	-7
CC(C)(C)c1ccc(S(=O)(=O)NC(=O)C2(C)CCN2C(=O)Cc2cc(F)ccc2F)cc1 (stereo unspecified)	-2
Cc1cccc(-c2noc(CCC(=O)N3CCN(c4cc(C)ccc4C)CC3)n2)c1	-2
CCCCNc1c(-c2cccnc2)nc2nc(C)cc(C)n12	-6
CCOC(=O)C1(C)CCN1C(=O)COc1ccccc1 (stereo unspecified)	-7
CCC1(CCC(C)C)SC(N)=NC1=O (stereo unspecified)	-4
O=C1CCCc2cc3c(ccc4ccccc43)cc21	-4
C1=NN(c2ccccc2)C=NN1c1ccccc1	-2
O=C(NNC(=O)C(c1ccccc1)c1ccccc1)c1ccccc1O	-4
COC(=O)[C@@]12C[C@@H](CC(=O)NCc3cccc(C(F)(F)F)c3)C(=O)N(Cc3ccco3)C1=CCC(C)(C)C2	-6
CC[C@]12C(=O)N(C)C[C@H]([C@@H]3C(=O)N(C)C(=O)[C@@H]31)N2C(=O)c1ccc(C(C)(C)C)cc1	-5
COc1ccc(CC(=O)Nc2cc(S(=O)(=O)N3CCOCC3)ccc2N2CCOCC2)cc1OC	-7
C[C@H](NC(=O)c1ccccc1)C(=O)OCC(=O)Nc1ccc(Cl)cn1	-1
O=S(=O)(CC=CCS(=O)(=O)c1ccccc1)c1ccccc1	-5
CN1CCN(C2CN(Cc3ccc([N+](=O)[O-])cc3)S(=O)(=O)C2)CC1 (stereo unspecified)	-2
COc1ccc(Br)c(C(=O)N2CCCC2(C)C(=O)NCC(C)C)c1 (stereo unspecified)	-5
C[C@@H]1COc2cccc(N3CCCCC3)c2S(=O)(=O)N1	-5
Cc1ccc(NC2CCCN(C(=O)c3cc(C(C)C)nn3C)C2)cc1C (stereo unspecified)	-6
CC(=O)c1ccc(OCc2nnn(CC(=O)NS(=O)(=O)c3ccc(C)cc3)c2-c2ccccc2)cc1	-2
COC(=O)C[C@H]1C[C@@H]2c3cc(NC(=O)NC4CCCC4)ccc3O[C@@H]2[C@@H](CO)O1	-5
O=CN(Cc1ccccc1)c1cc([N+](=O)[O-])ccc1OCc1ccccc1	-3
CC1(C(=O)Nc2ccc3c(c2)OCCO3)CSCC(=O)N1C1CC1 (stereo unspecified)	2
COc1cccc(C(O)c2nc(/C=C/c3ccc(C(F)(F)F)cc3)cs2)c1 (stereo unspecified)	-7
CC(=O)c1ccc2c(c1)N(Cc1ccccc1)C(=O)C(C)S2 (stereo unspecified)	-6
Cc1ccc(Nc2ncc3c(=O)[nH][nH]c(=O)c3n2)cc1	1
CO[C@H](C(=O)N(C)C[C@@H]1OCc2ccccc2-c2c(n(C)c3ccccc23)C(=O)N([C@H](C)CO)C[C@@H]1C)c1ccccc1	1
Cc1cc(OCC(=O)OCC(=O)N(Cc2ccccc2)C(C)(C)C)ccc1Cl	-6
COc1ccc(/C=C(\NC(=O)c2ccccc2)C(=O)N2CCC(C)CC2)cc1	-4
COc1ccc(C=C2NC(=S)NC2=O)cc1	-6
CCOC(=O)C1=CCC(c2ccco2)N(S(=O)(=O)c2ccc(C)cc2)C1 (stereo unspecified)	-6
COc1cccc(NC(=O)CSCc2nc3sc(C)c(C)c3c(=O)[nH]2)c1	-7
CCNC(=O)N(C)[C@H]1C[C@H]2c3[nH]c4c(-c5ccc6c(c5)OCO6)cccc4c3CCN2C(=O)[C@H]1[C@H](C)O	-8
CCCCCCNc1ccc(C(=O)OCC)cc1	-6

In the list so far, five have bromine.
SMILES	GalR3 antag
Cc1cnc(C(=O)NCC(=O)Nc2ccccc2Br)cn1	-3
O=[N+]([O-])c1ccc(NN=Cc2cc(Br)ccc2O)nc1	-4
C[C@H](CO)N1C[C@H](C)[C@@H](CN(C)C(=O)c2cnccn2)Oc2ncc(Br)cc2C1=O	-8
Cc1cc(-c2ccc(Br)cc2)n2nc(C)cc2n1	-8
COc1ccc(Br)c(C(=O)N2CCCC2(C)C(=O)NCC(C)C)c1 (stereo unspecified)	-5

The listing continues:
SMILES	GalR3 antag
CCC1=C(Nc2ccccc2)COC1=O	2
COc1cccc(-c2cnc3c(NC=O)cc(-c4cccc(C(=O)N(C)C)c4)cn23)c1	-7
CC(=O)Nc1cccc(Nc2cc(C)nn2C)c1	-7
CC(=O)Nc1cc(-c2ccccc2N(C)C)cn2c(-c3ccc(S(C)(=O)=O)cc3)cnc12	-3
COCCNc1nc(NCc2cnc(C)cn2)c2sccc2n1	3
CC(=O)NC(C)(c1ccccc1)c1nc(-c2ccc(N(C)C)cc2)cs1 (stereo unspecified)	-8
Cc1cc(F)ccc1S(=O)(=O)Nc1ccccc1C(=O)NC1CCN(Cc2ccccc2)CC1	-7
N#Cc1ccc(CCc2ccccc2)[nH]c1=O	-7
CCc1cc(-c2nnn(CCC3COCCO3)c2CC)ccc1-c1cn(Cc2ccc3ccccc3c2)nn1 (stereo unspecified)	-9
COc1ccc(CCNC(=O)C(=O)c2cn(CC(=O)N3CCCC3)c3ccccc23)cc1	-3
O=[N+]([O-])c1ccc(CN2CC(N3CC=CC3)CS2(=O)=O)cc1 (stereo unspecified)	-6
O[C@H]1CN(Cc2cccs2)[C@@H](c2ccccc2)C[C@@H]1n1cc(C2CC2)nn1	-3
c1ccc(OC2CCCCC2N2CCOCC2)cc1 (stereo unspecified)	-2
COc1ccc(CSc2n[nH]c(=O)[nH]c2=O)cc1	2
O=C(NCc1cccnc1)C1C2C=CC(C2)C1C(=O)Nc1cccc(C(F)(F)F)c1 (stereo unspecified)	-4
O=C(Cc1c[nH]c2ccccc12)Nc1ccc(Nc2cccnc2)c(-c2cc(F)cc(F)c2)c1	-8
CC(C)NC(=O)C1C(c2ccc(C(F)(F)F)cc2)=Nc2ccccc2N1C(=O)c1cc2ccccc2[nH]1 (stereo unspecified)	-9
COCC1CCN(C(=O)c2cc(COc3ccc(OC)cc3Cl)on2)C1 (stereo unspecified)	-2
OCC1OC(n2ccc3c(SCc4ccccc4)ncnc32)C(O)C1O (stereo unspecified)	-1
O=C1OC(c2ccccc2)(c2ccc(O)cc2)c2ccccc21 (stereo unspecified)	-1

The closing three entries of the section above come first, to join the parts:
SMILES	GalR3 antag
COCC1CCN(C(=O)c2cc(COc3ccc(OC)cc3Cl)on2)C1 (stereo unspecified)	-2
OCC1OC(n2ccc3c(SCc4ccccc4)ncnc32)C(O)C1O (stereo unspecified)	-1
O=C1OC(c2ccccc2)(c2ccc(O)cc2)c2ccccc21 (stereo unspecified)	-1
O=C(Nc1ccc(Cc2ccc(NC(=O)Nc3cccnc3)cc2)cc1)Nc1cccnc1	-1
O=C(CCCN1C(=O)NC2(CCCC2)C1=O)Nc1cccc(S(=O)(=O)N2CCOCC2)c1	-3
O=C1NC(=O)C(=Cc2ccc(Cl)cc2Cl)S1	-3
C[C@H](CO)N1C[C@H](C)[C@H](CN(C)C(=O)Nc2ccc(C(F)(F)F)cc2)Oc2ncc(Br)cc2C1=O	-7
CCOc1cc(OCC)cc(C(=O)N2CCC[C@H]2C(=O)N2CCC[C@H]2C(=O)N(C)Cc2ccccc2)c1	0
c1ccc(CCn2cccc2)nc1	-4
O=C1C=CC(=O)N1Cc1ccccn1	1
CN(CCCn1cnc2c(OCc3ccccc3)ncnc21)CCc1ccccn1	-5
